Source: PubChem BioAssay
M4 PAM = positive allosteric modulators of human muscarinic M4 receptor. P08173. CHO-K1 hM4/Gqi5, Fluo-8 calcium fluorescence, ACh EC20; 0% = ACh EC20, 100% = maximal ACh. activation, % at 3 µM. 0.4% of 360,000 active;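 active means activation above its plate's cutoff, the mean activation of sample wells plus 3 SD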; further: some results filed as inactive read as strong as hits
CHO-K1 Ca PAM = nonselective activator or artifact in parental CHO-K1 calcium assay; 0.02% of 360,000 active; ATP EC20, Fluo-8 calcium fluorescence; 0% at ATP EC20, 100% at ATP max; activation, % at 3 µM;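 active means activation above the run cutoff, the mean activation of all test compounds plus 3 SD, cut at about 40% in these data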;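 further: peak over basal fluorescence ratio in a 140 s read after ATP addition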
CHRM5 antagonist = CHRM5 antagonism in calcium assay; P08912; CHO-hM5 cells, Fluo-8 calcium fluorescence, ACh EC80; inhibition, % at 3 µM; 0.59% of 360,000 active;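 active means inhibition above a per-plate cutoff, the mean of that plate's test compounds plus 3 SD, cut at about 27% in these data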;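 further: 0% = acetylcholine EC80 with DMSO and 100% = DMSO without agonist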
Target sequence (P08912 whole entry, looked up): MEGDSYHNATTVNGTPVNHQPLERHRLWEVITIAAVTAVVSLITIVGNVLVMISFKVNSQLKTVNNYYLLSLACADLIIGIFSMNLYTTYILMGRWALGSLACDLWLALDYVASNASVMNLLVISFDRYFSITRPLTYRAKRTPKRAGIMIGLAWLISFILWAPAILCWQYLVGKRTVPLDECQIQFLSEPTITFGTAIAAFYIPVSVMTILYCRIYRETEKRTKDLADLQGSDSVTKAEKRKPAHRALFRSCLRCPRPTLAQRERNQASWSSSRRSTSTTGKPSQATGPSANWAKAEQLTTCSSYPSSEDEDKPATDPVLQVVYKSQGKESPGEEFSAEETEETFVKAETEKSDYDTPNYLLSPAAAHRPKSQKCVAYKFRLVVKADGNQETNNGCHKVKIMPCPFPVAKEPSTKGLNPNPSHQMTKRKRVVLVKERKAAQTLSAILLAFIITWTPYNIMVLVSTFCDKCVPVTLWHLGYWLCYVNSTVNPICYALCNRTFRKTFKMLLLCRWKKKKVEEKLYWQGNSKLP
CHRM5 PAM = positive allosteric modulators of human muscarinic M5 receptor; CHO-K1 hM5, Fluo-8 calcium, ACh EC20 PAM; 0% = ACh EC20, 100% = ACh EC100; activation, % at 3 µM; 0.3% of 360,000 active; AID 624038;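 active means activation above the run cutoff, the mean activation of all test compounds plus 3 SD, cut at about 18% in these data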
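System: CHO-K1 cell line with stable human muscarinic M5 receptor expression | Also added: EC20 acetylcholine as agonist stimulus | Compound: One concentration, 3 µM final (nominal) | Timing: Fluo-8 loading 80 min at 37 °C plus 30 min room temperature | Measured by: Fluo-8 calcium dye fluorescence, kinetic read | Read-out basis: % activation, ACh-normalized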
TAAR1 ag = agonists of human TAAR1; activation, % at 3 µM; CHO RD-HGA16 TAAR1, Fluo-8 calcium fluorescence; vehicle wells 0%, saturating PEA agonist 100%; Q96RJ0; 0.99% of 360,000 active; AID 624467;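 active means activation above the mean activation of all test compounds in the run plus 3 SD, cut at about 38% in these data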
Target sequence (Q96RJ0 whole entry, looked up): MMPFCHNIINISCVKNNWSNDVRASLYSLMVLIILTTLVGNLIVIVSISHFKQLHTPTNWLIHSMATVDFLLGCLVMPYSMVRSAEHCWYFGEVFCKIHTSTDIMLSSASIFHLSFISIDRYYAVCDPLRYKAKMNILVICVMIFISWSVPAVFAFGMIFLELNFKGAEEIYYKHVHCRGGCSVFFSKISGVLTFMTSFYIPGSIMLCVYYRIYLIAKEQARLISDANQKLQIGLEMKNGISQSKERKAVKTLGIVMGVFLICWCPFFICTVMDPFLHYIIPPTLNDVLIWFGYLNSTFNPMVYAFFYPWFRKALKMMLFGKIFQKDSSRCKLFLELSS
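Test system: RD-HGA16 (CHO) cells co-expressing Gα16 and hTAAR1 / Benchmarks: DMSO vehicle as 0%, PEA at EC100 as 100% / Repeats: no replicates (n 1) / Measure: % activation from peak over basal fluorescence ratio, DMSO-to-PEA scaled / Timing: 17-24 h plating, Fluo-8 75 min 37 °C, 30 min RT / Technique: kinetic Fluo-8 calcium fluorescence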
CHRM5 agonist = agonists of human muscarinic M5 receptor (CHRM5); P08912; CHO-K1 hM5 cells, Fluo-8 calcium fluorescence; 0% DMSO wells, 100% maximal acetylcholine response; activation, % at 3 µM; 0.19% of 360,000 active; AID 624037;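 active means activation above the run's mean over test compounds plus 3 SD, cut at about 23% in these data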;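 further: signal is peak over basal fluorescence ratio across the kinetic read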
CRFBP-R2 block = blocks CRF-induced signaling of the CRF-BP/CRF-R2 complex; AID 588475; HEK293 CRF-R2/CRF-BP, CRF-induced calcium fluorescence; inhibition, % at 11.8 µM; 0.59% of 350,000 active;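 active means inhibition of the ligand-induced calcium signal above about 50% at the single tested concentration, limit read from the data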
CRFBP-R2 agonist = agonists of human CRF-binding protein/CRF-R2 receptor complex; HEK293 CRF-R2/CRF-BP, calcium dye fluorescence (FLIPR); percent of saturating CRF peptide response; activation, % at 13.2 µM; 0.46% of 350,000 active;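 active means activation of at least 50%, plus an integration ratio under a set limit after plate pattern correction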;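 further: plate controls were neutral control wells without compound for no effect and CRF at EC100 for full effect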
TAAR1 antagonist = human TAAR1 antagonism. CHO RD-HGA16 TAAR1, Fluo-8 calcium fluorescence, antagonist. inhibition, % at 3 µM. 1.5% of 360,000 active. AID 624466;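 active means inhibition above a per-plate cutoff, the mean inhibition of test compounds on that plate plus 3 SD, cut at about 49% in these data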;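 further: 0% = DMSO plus EC80 beta-PEA response and 100% = DMSO alone without agonist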
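System: RD-HGA16 CHO cells with stable hTAAR1 and Gα16 | Probe or stimulus: EC80 β-phenethylamine stimulus | Dosing: 3 µM, single point | Times: Dye loading 75 min at 37 °C, then 30 min room temperature | Measured by: Fluo-8 calcium-sensitive fluorescence | Read-out basis: % inhibition of agonist calcium response | Replicates: n of 1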
Active calls of the source: *; . = no result given. Random draw from the library; overall some 4.2% were active at least once.

cpd	Structure	M4 PAM	CHO-K1 Ca PAM	CHRM5 antagonist	CHRM5 PAM	TAAR1 ag	CHRM5 agonist	CRFBP-R2 block	CRFBP-R2 agonist	TAAR1 antagonist
1	CCCc1nnc(NC(=O)CCC(=O)NCCc2ccc(Cl)cc2)s1	-3.0	-3.1	-0.3	0.7	2.0	-2.3	17.0	-0.1	13.1
2	Cc1cccc(NCC(=O)N/N=C\c2ccc[nH]2)c1	5.4	26.4	-5.0	6.5	14.2	2.9	-10.3	-1.1	-24.8
3	Cc1ccccc1NC(=S)N1CCCCCC1	-0.9	16.2	3.3	1.8	1.9	-4.2	-2.2	1.4	-8.4
4	Cc1cnc(-c2nc3ccccc3n2C(C)C(=O)Nc2c(C)cccc2C)cn1 (stereo unspecified)	2.9	.	-4.2	4.1	1.6	-1.8	.	.	-17.7
5	Cc1cc(C(C)(C)C)cc(S(=O)(=O)Nc2cccc(C(=O)O)c2)c1C	-3.1	-4.1	12.0	-2.8	2.6	-0.9	-11.6	0.4	2.7
6	CCCCOC(=O)n1ccc(C(=O)Nc2ccccc2OC)n1	-0.4	6.9	-4.8	8.5	3.5	0.9	0.7	-0.2	-2.3
7	Cc1ccc2[nH]cc(S(=O)(=O)c3ccc(F)cc3)c(=O)c2c1	-5.5	-6.8	14.3	-3.4	3.0	-1.6	-1.8	1.0	2.8
8	CCOC(=O)c1cnc(SCc2nc(N)nc(Nc3ccc(C)cc3)n2)nc1N	-4.9	11.0	-1.3	-1.4	10.3	0.5	26.6	0.1	-2.6
9	CC(C)(C)C1CCc2onc(C(=O)Nc3cccc(O)c3)c2C1 (stereo unspecified)	-6.1	15.2	3.6	-3.2	5.3	5.4	.	.	-33.0
10	O=[N+]([O-])c1ccc(NC(=S)N2CCOCC2)cc1	2.2	9.9	3.7	-2.8	3.8	-0.5	14.7	-2.5	-14.5
11	Cc1ccc(C)c(C(=O)COC(=O)c2n[nH]c3ccccc23)c1	-3.0	3.9	10.4	-4.3	1.0	3.0	5.7	-0.7	40.7
12	CCC1Oc2ccc(C)cc2N(CC(=O)N(Cc2ccc(C)o2)C2CCCC2)C1=O (stereo unspecified)	12.6	14.2	-5.7	-8.5	6.1	-13.1	-30.4	7.2	-6.3
13	Cc1nc(CN(C)Cc2nc(Cc3ccccc3Cl)no2)cs1	-10.0	-9.5	1.6	-1.1	0.0	2.9	-6.5	-2.0	-14.4
14	COc1cc2ccccc2cc1C(=O)Nc1nnc(-c2ccncc2)o1	-2.8	9.6	12.9	-6.3	2.1	-1.2	3.2	-1.5	-0.6
15	Cn1nc(OC(=O)Nc2ccc(F)cc2)cc1C(F)(F)F	-0.8	-3.0	-1.5	-3.6	20.2	5.6	-1.9	-0.4	22.9
16	CCN(CC)C(=O)C1=C(C)Nc2nnnn2C1c1cccnc1 (stereo unspecified)	1.9	-1.3	0.1	-2.1	7.5	-1.3	7.5	-2.4	2.1
17	CCC1CCCCN1C(=S)Nc1ccc(OC(F)F)cc1 (stereo unspecified)	-3.3	0.2	7.8	-9.3	7.4	4.1	-0.9	4.9	-7.5
18	CCCCC(=O)NC(Nc1sc2c(c1C(N)=O)CCCC2)(C(=O)OCC)C(F)(F)F (stereo unspecified)	6.0	13.7	-2.2	4.8	-0.6	-0.9	-22.8	-4.8	11.6
19	CS(=O)(=O)N1CCN(c2nnc(-c3ccccc3)c3ccccc23)CC1	-7.7	10.2	-2.3	-1.3	18.6	0.5	-11.2	-0.5	-0.9
20	Cc1ccccc1C(=O)c1cccn1CC(=O)NCC1CCCO1 (stereo unspecified)	7.2	13.7	1.8	-0.1	0.3	-0.6	-2.4	0.5	6.9
21	CC1CCN(CCCNC(=O)C2CCC(CNS(=O)(=O)c3ccccc3)CC2)CC1 (stereo unspecified)	2.5	2.4	-22.5	6.7	0.3	-8.1	2.4	3.2	-9.2
22	COC(=O)c1cc(OC)c(OC)cc1NCC(=O)Nc1cccc(C(F)(F)F)c1	-2.9	10.6	5.6	-6.7	1.2	2.6	-1.7	0.9	10.2
23	N#CCCN(C(=O)CSc1n[nH]c(=O)[nH]c1=O)c1ccccc1	2.8	10.0	-5.7	9.6	6.9	0.2	-38.5	1.2	-15.0
24	COc1ccccc1Cn1c(=S)[nH]c2ccccc2c1=O	10.9	-0.5	-1.2	0.2	4.6	-7.2	-4.6	-0.1	-9.6
25	Cc1cccc(NC(=O)C23CCC(C)(/C(=N/O)C2)C3(C)C)c1 (stereo unspecified)	0.7	15.3	0.9	-2.6	12.9	0.4	-14.4	0.4	-0.6
26	O=C(COC(=O)/C=C/c1ccc(Br)o1)NC1CCCCC1	5.8	2.5	0.0	1.6	2.9	2.6	-3.0	0.4	7.1
27	Cc1ccn2c(Nc3ccccc3C)c(-c3cccnc3)nc2c1	-15.1	-3.4	-3.1	1.2	-0.7	-6.4	-1.6	-4.6	2.2
28	COc1ccc(/C=N/NC(=O)c2ccc(CN3c4cccc5cccc(c45)S3(=O)=O)cc2)cc1	-1.4	19.5	11.9	-6.8	0.1	-2.0	7.4	1.7	2.7
29	Cc1ccccc1N/C(SCc1ccc(Cl)cc1)=C(/C#N)C(N)=O	-33.0	20.0	5.7	-19.6	6.3	-7.0	-54.9	5.2	-9.2
30	Cc1noc(C)c1S(=O)(=O)NC(=O)C1(C)CCN1C(=O)CC(c1ccccc1)c1ccccc1 (stereo unspecified)	-3.3	18.9	-4.9	0.1	5.2	0.1	.	.	-29.6
31	Cc1onc(-c2ccccc2)c1C(=O)Nc1nnc(C(C)(C)C)s1	4.2	17.5	8.1	1.1	5.6	-0.9	-10.0	-0.3	-11.4
32	C/C(=N/NS(=O)(=O)c1ccc(F)cc1)c1ccc(NC(=O)c2ccc(C)o2)cc1	-0.8	18.9	-10.1	0.0	7.8	-3.6	-26.3	-0.6	21.7
33	CC(=O)Nc1ccc(-c2ccnc3c2CC(C)(C(=O)Nc2cccc(C(C)=O)c2)O3)cc1 (stereo unspecified)	-2.3	13.3	10.9	-8.5	5.1	1.5	.	.	2.8
34	CC(=O)OC(C(=O)NCCN1CCOCC1)c1c(F)cccc1F (stereo unspecified)	12.8	-4.9	-5.2	16.6	10.4	2.2	-11.4	1.4	0.9
35	O=C(NCc1n[nH]c(=S)n1-c1ccc(Br)cc1)c1ccc(S(=O)(=O)N2CCOCC2)cc1	3.5	21.8	-4.6	-1.7	5.3	-2.3	-2.8	1.1	6.5
36	COC(=O)c1cc2n(n1)CCN(Cc1ccc(F)cc1)C2=O	5.5	-0.1	-12.8	6.9	6.3	1.1	7.3	-1.6	-7.0
37	COc1ccc2c(c1)c(=O)oc1cc(OCC(=O)NCC3CCC(C(=O)O)CC3)ccc12 (stereo unspecified)	2.8	6.9	1.0	3.9	-0.5	2.6	-3.5	-1.1	-20.9
38	CCOC(=O)C1=C(C)N(CCCC(=O)O)C(=O)NC1c1ccccc1OS(=O)(=O)c1ccccc1[N+](=O)[O-] (stereo unspecified)	-0.4	5.4	16.7	-7.5	8.1	1.4	9.9	-0.4	-1.4
39	O=C(NC(=S)NN1CCCCC1c1cccnc1)c1ccc(Br)cc1 (stereo unspecified)	13.8	18.3	0.2	3.9	-1.7	-1.5	3.1	-2.0	-26.1
40	CCOC(=O)C1(C)NC(c2ccc(OC)cc2OC)C2C(=O)N(CC)C(=O)C21 (stereo unspecified)	6.0	0.2	8.6	3.3	2.4	-0.6	-3.0	12.0	3.9
41	CCN(CC)S(=O)(=O)c1ccc(N2CCOCC2)c(NC(=O)c2cccc3c(=O)c(C)c(-c4ccccc4)oc23)c1	-16.8	17.6	14.9	-10.2	9.2	-1.4	0.9	0.6	54.1*
42	COc1ccc(CC(=O)NCC(=O)N/N=C/c2sccc2C)cc1	3.7	12.0	-4.7	5.5	2.2	-1.9	-1.6	0.3	-7.3
43	Cc1ccccc1OCC(O)Cn1c(N2CCCCC2)nc2c1c(=O)[nH]c(=O)n2C (stereo unspecified)	-6.8	0.6	16.0	-5.4	6.1	-0.9	-8.3	-3.4	36.7
44	CC1=C(C(=O)OCc2ccccc2)C(c2cccs2)N2C(=O)CCSC2=N1 (stereo unspecified)	-0.6	12.7	-8.7	-3.0	1.4	-1.1	11.1	0.6	12.1
45	COc1ccc(NC(=O)c2ccccc2)cc1NS(=O)(=O)c1ccc(F)cc1	-1.9	8.5	-4.1	1.7	3.9	-2.1	15.6	-5.0	-3.9
46	CC(C(=O)NC(=O)NC1CCCCC1)N(C)CC(=O)Nc1ccc(F)c(F)c1F (stereo unspecified)	-1.2	7.3	7.7	-4.9	3.1	6.4	4.0	0.6	1.3
47	CC(C)CCN(C(=O)Nc1ccc(Cl)cc1)C1CCN(C(C)C)CC1	-3.0	9.3	3.8	8.2	16.5	7.8	-13.0	-1.1	-1.2
48	Cc1ccc(-n2ncc3c(=O)n(CC(=O)N(C)C)cnc32)cc1	-6.5	15.2	-8.3	0.4	0.7	1.9	-20.4	4.0	8.3
49	CCOC(=O)CNC(=O)c1nn(-c2ccc(OCC)cc2)c(=O)c2ccccc12	9.9	-8.1	2.6	4.7	13.5	-2.5	-22.8	0.3	11.2
50	Cc1[nH]n(-c2ccccc2)c(=O)c1/C=N/c1ccccn1	2.8	11.8	11.6	0.2	1.1	-4.3	12.1	-1.4	-6.9
